# High-throughput results as filed in PubChem.
# DT40 TDP1 no CPT: qHTS for Inhibitors of human tyrosyl-DNA phosphodiesterase 1 (TDP1): qHTS in cells in absence of CPT; DT40 Tdp1-/- hTDP1 cells, no CPT, ATP luminescence, 48 h; Potency, µM (titrated, usually from 46.2 µM), without a hit: at the highest dose activity change, negative = growth inhibition, hits mostly inhibitors; 420,000 compounds, 15% hits; AID 686978, 2013; further: nearly all actives have a fitted effect of over 55% in size
#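 Stably hTDP1-transfected Tdp1-null chicken DT40 cells were treated with library compounds minus camptothecin and grown for at least 48 hr at 37 °C, after which cellular ATP was quantified by luminescence.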
# TDP1 inh: qHTS Assay for Inhibitors of Tyrosyl-DNA Phosphodiesterase (TDP1); Tyrosyl-DNA phosphodiesterase 1 (Homo sapiens), Q9NUW8; recombinant TDP1, AlphaScreen DNA substrate cleavage; Potency, µM (highest dose often 130 µM), for inactives: top-dose activity change, negative = inhibition, most hits filed as inhibitors; 350,000 compounds, 0.28% hits; further: nearly all actives have a fitted effect of over 40% in size
# Target sequence (Q9NUW8 whole entry, looked up): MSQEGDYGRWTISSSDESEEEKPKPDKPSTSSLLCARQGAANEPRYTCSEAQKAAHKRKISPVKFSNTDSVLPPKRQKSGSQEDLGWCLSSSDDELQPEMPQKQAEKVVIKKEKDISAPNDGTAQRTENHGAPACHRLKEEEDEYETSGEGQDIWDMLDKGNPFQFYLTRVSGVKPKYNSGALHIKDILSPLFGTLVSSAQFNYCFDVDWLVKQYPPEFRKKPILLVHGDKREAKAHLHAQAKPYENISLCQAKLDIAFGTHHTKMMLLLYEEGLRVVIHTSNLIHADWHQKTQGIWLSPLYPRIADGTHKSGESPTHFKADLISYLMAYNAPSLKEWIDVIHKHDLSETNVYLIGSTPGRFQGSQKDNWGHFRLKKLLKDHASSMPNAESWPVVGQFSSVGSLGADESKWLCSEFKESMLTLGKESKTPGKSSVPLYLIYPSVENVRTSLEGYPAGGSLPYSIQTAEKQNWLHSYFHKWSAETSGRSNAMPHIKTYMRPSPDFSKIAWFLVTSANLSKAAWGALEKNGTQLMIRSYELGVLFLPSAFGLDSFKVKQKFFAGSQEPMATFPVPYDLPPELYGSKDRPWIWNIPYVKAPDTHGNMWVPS
#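 E. coli-derived human Tdp1, 1 nM final. Cpd preinc 15 min RT; substrate 15 nM final, 5 min RT; AS bead mix 10 ug/ml final, 10 min RT. Signal loss = tyrosine-FITC cleavage. No-enzyme wells = max signal.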
# DT40 TDP1 CPT: qHTS for Inhibitors of human tyrosyl-DNA phosphodiesterase 1 (TDP1): qHTS in cells in presence of CPT. chicken DT40 Tdp1-/-;hTDP1 cells + 20 nM CPT, ATP luminescence, 48 h. Potency, µM (highest dose often 46.2 µM), for the others: at the top dose activity change, negative = growth inhibition, most hits filed as inhibitors. 420,000 compounds, 12% hits. AID 686979, 2013; further: nearly all actives have a fitted effect of over 55% in size
#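 Chicken DT40 Tdp1-/- cells stably complemented with human TDP1 were seeded at 400 cells/well in medium containing 20 nM camptothecin, exposed to pin-transferred compounds, and grown at 37 °C for at least 48 hr. Viability was read as ATP luminescence.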
# The depositor's hits bear a star; ? = inconclusive; nt = no result given; & = joins results of further samples; ! = a repeat was not active; [ ] = remark or other dose. The call rests on the fitted dose curve; in most records, active means well fitted curve in the direction sought with a large enough effect; inconclusive means small, poorly fitted or top-dose-only effect, or another doubt; inactive means no such curve, though single readings can be large; an effect the other way counts as inactive or inconclusive. On the % scale 0 is the no-effect control and ±100 the full control effect; potency means the concentration at half of the fitted maximal effect.
# The first two entries, ahead of the listing:
SMILES,DT40 TDP1 no CPT,TDP1 inh,DT40 TDP1 CPT
O=C(Cc1ccsc1)NNC(=O)c1cccc(Cl)c1,24%,3%,2%
O=C(NC(Cc1ccccc1)C(=O)O)/C(=C\c1ccccc1)NC(=O)c1ccco1 (configuration not stated),3%,-1%[0.0935 µM],-5%

# The list itself, repeating the preview:
SMILES,DT40 TDP1 no CPT,TDP1 inh,DT40 TDP1 CPT
O=C(Cc1ccsc1)NNC(=O)c1cccc(Cl)c1,24%,3%,2%
O=C(NC(Cc1ccccc1)C(=O)O)/C(=C\c1ccccc1)NC(=O)c1ccco1 (configuration not stated),3%,-1%[0.0935 µM],-5%
CCOC(=O)N1CCC(N2CCN(Cc3ccccc3)C(CCO)C2)CC1 (configuration not stated),-7%,-2%,-3%
CCc1ccc(NC(=O)CSc2c(C)cnc3c2c(=O)n(C)c(=O)n3C)cc1,23µM*,8%,23µM*
O=C(NCc1ccco1)c1cc2n(n1)C(C(F)(F)F)CC(c1ccc(F)cc1)N2 (configuration not stated),-32%,-1%,-13%
Cc1cc(C)nc(OC(C(=O)O)C(OCCc2ccccc2)(c2ccc(F)cc2)c2ccc(F)cc2)n1 (configuration not stated),-4%,5%,?
CCOC(=O)[C@H]1[C@H]2COc3ccc(Br)cc3[C@@H]2N2C(=O)CN(Cc3ccco3)C(=O)[C@@]12C,?,3%,?
COc1ccc(OCC(=O)N(C)Cc2ccccc2)cc1,-16%,2%,0%
CCOc1ccc(OCCC(=O)N2CCN(S(=O)(=O)c3cccc(F)c3)CC2)cc1,?,0%,?
COc1ccc(-c2nc(CS(=O)(=O)CC(=O)Nc3cccc(C(C)=O)c3)c(C)o2)cc1,-17%,3%,?
O=C(CCCCC(=O)NN=Cc1ccc2c(c1)CCC2)NN=Cc1ccc2c(c1)CCC2,?,nt,?
COc1cc(C)c(CN2CCc3nnc(C(C)NC(=O)c4cc(F)ccc4F)n3CC2)cc1C (configuration not stated),-2%,nt,0%
CN1CCN(CCC2Oc3cc([N+](=O)[O-])ccc3NC2=O)CC1 (configuration not stated),-2%,0%,20%
O=C(Nc1ccccc1)c1ccc(-c2ccc([N+](=O)[O-])cc2)o1,?,-17%[0.0935 µM],-24%
Cc1ccc(C(=O)Nc2ccc(F)cc2)o1,-19%,-3%,?
CS(=O)(=O)c1ccc(Cl)c(NC(=O)c2cccc(N3C(=O)CCC3=O)c2)c1,0%,nt,-4%
CC(C)NC(=O)NC(=O)COC(=O)c1cc(S(=O)(=O)N2CCCCC2)ccc1N1CCOCC1,?,5%,?
Cc1nc2c(OCc3ccccc3)cccn2c1N(C)C(=O)C1CCCCC1,?,nt,?
CCc1nnc(NC(=O)c2ccc(-c3ccc(C(C)=O)cc3)o2)s1,5%,-4%,-16%
CN(O)C(=S)c1ccccc1,0.16µM*,nt,0.13µM*
CCCCc1ccc(NC(=O)NCc2ccccn2)cc1,14%,1%,?
Cc1noc(C)c1C(=O)N1CCCC(C(=O)c2cccc(OC(C)C)c2)C1 (configuration not stated),?,-3%,?
Clc1ccc(-c2cn3c(n2)SCC3)cc1,?,6%,7%
CS(=O)(=O)c1ccc(Cl)c(NC(=O)CCNC(=O)c2ccco2)c1,2%,4%,5%
CC(O)(c1ccc(F)c(F)c1)c1nc(-c2ccoc2)cs1 (configuration not stated),?,nt,?
Cn1cccc1C(=O)NC1CCCCCC1,-21%,2%,-9%
Cc1cnc(CNC(=O)C2(C)CCCN2CC(C)C)cn1 (configuration not stated),-8%,nt,-18%
CCc1nc2c(OCc3ccc(Cl)cc3)cccn2c1N(C)C(=O)c1ccc(C)cc1,18µM*,nt,18µM*
O=C(Cc1ccccc1F)Nc1nc(-c2cccnc2)cs1,?,8%,-18%
Cc1ccc(CSc2nnc(SCC(=O)N/N=C/C=C/c3ccco3)s2)cc1,?,3%,?
CCCC(C)C(=O)Nc1nc(C)c(-c2csc(Nc3ccc(Cl)cc3)n2)s1 (configuration not stated),26µM*,10%,?
COc1ccc(-c2coc3cc4oc(=O)cc(C)c4cc23)cc1F,-28%,4%,?
CC(C)(C)OC(=O)N(CCc1ccccc1)Cc1cccc(OCc2cccc(NC(=O)c3ccccc3)c2)c1,18µM*,nt,23µM*
CCOc1ccc(CNC(=O)C2=Cc3cccc(OC)c3OC2)cc1,?,5%,?
CC1=NN(C(=O)c2ccc(Cn3nc(C)c([N+](=O)[O-])c3C)o2)C(O)(C(F)(F)F)C1 (configuration not stated),?,-3%,-26%
O=C(/C=C/c1ccccc1)NCCc1ccc2c(c1)OCCO2,-28%,4%,3%
CCOc1ccc(CCNC(=O)CS(=O)Cc2nc(-c3ccc(C)cc3)oc2C)cc1OCC (configuration not stated),?,1%&-2%,16µM*!
Cc1ccc(Sc2cc(C)nc(-c3ccccn3)n2)cc1,10µM*,nt,6.5µM*
COc1ccc(NC(=O)N2CC3(CCN(C(=O)c4cccn4C)CC3)C2)cc1,-18%,nt,-11%
CC(NC(=O)c1ccccc1Cl)C1CC2CCC1C2 (configuration not stated),-9%,3%,0%
Cc1ccc(-n2nc3ccc(NC(=O)c4ccc5c(c4)OCO5)cc3n2)cc1,?,-2%,?
Cc1cc(-c2c(C)[nH]n(-c3ccc(Cl)cc3)c2=O)n[nH]1,13µM*,12%,7.3µM*
Cc1oc(-c2ccc(Cl)cc2)nc1CN1CCCC(C(=O)N2CCOCC2)C1 (configuration not stated),?,7%,?
O=C(CNc1cccc2ccccc12)N/N=C/C=C/c1ccco1,?,9%,-26%
COC(=O)CSc1nnc(-c2ccncc2)o1,-11%,2%,0%
COc1ccc(C(c2nnnn2Cc2ccccc2)N2CCN(c3ccccc3)CC2)cc1 (configuration not stated),-8%,4%,-6%
CCN1CCSc2ccc(C(=O)NCc3ccccc3Br)cc21,?,5%,?
O=C(C[C@H]1C[C@H]2c3cc(NS(=O)(=O)c4ccc(F)cc4)ccc3O[C@H]2[C@H](CO)O1)NCc1ccncc1,-18%,nt,-15%

# 2 neighbouring records out of the list so far:
SMILES,DT40 TDP1 no CPT,TDP1 inh,DT40 TDP1 CPT
Cc1ccc(Sc2cc(C)nc(-c3ccccn3)n2)cc1,10µM*,nt,6.5µM*
COc1ccc(NC(=O)N2CC3(CCN(C(=O)c4cccn4C)CC3)C2)cc1,-18%,nt,-11%

# (next part)
SMILES,DT40 TDP1 no CPT,TDP1 inh,DT40 TDP1 CPT
O=C(NCCc1ccco1)c1ccc(OCc2cn3ccccc3n2)cc1,?,nt,?
COc1ccc(N/C(=C/[N+](=O)[O-])SC)cc1,-10%,-2%,5%
COc1cccc(CNC(=O)c2nn(C)c3c2CSc2ccccc2-3)c1,?,-3%,-4%
Cc1nn(-c2ccccc2)c2[nH]c(=O)c(CNCC3CCCO3)cc12 (configuration not stated),-15%,1%,1%
COc1ccc(C2CC(=O)c3cnc(NC(=O)c4ccccc4OC)nc3C2)c(OC)c1 (configuration not stated),15µM*,8%[56.1 µM],16µM*
N#Cc1ccc(OCC(=O)NCCN2CCOCC2)cc1,2%,0%,-8%
CCc1ccc(CNC(=O)Cn2c(-c3cccs3)cc3cc(F)ccc32)cc1,?,6%,?
NC(=O)[C@H]1CC2(CC(c3cccc(NC(=O)[C@H]4CCC(=O)N4)c3)=NO2)CN1C(=O)c1ccccc1 (some centres not stated),0%,14µM*,-27%
COc1ccccc1NC(=O)COc1ccc(/C=N/NS(=O)(=O)c2ccc(C)cc2)cc1,?,6%,-14%
Cc1ccc(C=NCc2ccncc2)c(O)c1,-3%,5%,9%
CN(C)C(=O)c1cccc(-c2cccc3nccn23)c1,?,nt,?
Cn1c(=O)c(C(=O)N2CCc3ccccc32)cc2cccnc21,-3%,1%,5%
O=C1CCCC(O)=C1N=Nc1c(Cl)cc(Cl)cc1Cl,?,5%,?
CCCC(=O)Nc1cccc(-c2cn3cccnc3n2)c1,-1%&-18%,-3%&5%,-18%&0%
Cc1ccc(-n2c(C)cc(C(=O)CSc3nnc4ccccn34)c2C)cc1,?,0%,23µM*
C[C@H](NC(=O)c1ccco1)C(=O)Nc1cc(S(=O)(=O)N2CCCC2)ccc1OCC(F)(F)F,-2%,0%,-14%
N#CCSCC(=O)Nc1ccc(Cl)cc1,-19%,5%,-25%
Cc1cc2nc(-c3ccc(Br)cc3)cc(C(F)(F)F)n2n1,-22%,nt,6%
CCN(CC)c1ccc(C(=O)N2CCC(c3ccncc3)CC2)cc1,3.3µM*,0%,21µM*
CC(C)n1cc(CN2CCN(C)C(CCO)C2)c2ccccc21 (configuration not stated),-29%,nt,?
Nc1nc(SCc2ccc([N+](=O)[O-])cc2)c2ncn(C3OC(CO)C(O)C3O)c2n1 (configuration not stated),-26%,2%,-30%
CN(CCC1CCOCC1)C(=O)CC1C(=O)NCCN1Cc1ccccc1F (configuration not stated),14%,3%[56.1 µM],11%
COc1ccc(/C=C(\NC(=O)c2ccccc2)C(=O)N/N=C/c2cccnc2)cc1,3%,9%,8%
O=C(NNC(=S)NC1CCCCC1)c1ccc2c(c1)OCO2,18µM*,3%,?

# Compound profiles, as listed above. Order of values: DT40 TDP1 no CPT	TDP1 inh	DT40 TDP1 CPT
# Record of O=C1CCCC(O)=C1N=Nc1c(Cl)cc(Cl)cc1Cl → ?	5%	?
# Record of Cc1cc2nc(-c3ccc(Br)cc3)cc(C(F)(F)F)n2n1 → -22%	nt	6%

# Additional records follow:
SMILES,DT40 TDP1 no CPT,TDP1 inh,DT40 TDP1 CPT
Cc1cc(=O)c2c(C)ccc(C)c2[nH]1,9.2µM*,nt,?
Cc1scc(C(=O)O)c1-c1c(C(=O)O)csc1C,6%,5%,3%
COc1cccc(NC(=O)c2c(C)nn(-c3cccc(C)c3)c2-n2cccc2)c1,?,3%,?
CCCCN(C)c1c(C)nc2ccc(C(=O)Nc3ccc(OC)c(OC)c3)cn12,15µM*,nt,?
C/C=C/C(=O)Nc1nnc(C2CCCCC2)s1,6%,-3%,?
CCC1CCCCN1CCCNC(=O)CCC(=O)N1CC(C)Oc2ccccc21 (configuration not stated),-29%,nt,-10%
CC1(c2ccc(Cl)cc2)NC(=O)N(CC(=O)NCc2ccc(F)cc2)C1=O (configuration not stated),-15%,-1%,7%
CC(=O)Nc1ccc(S(=O)(=O)N(C)CC(=O)OC(C)C(=O)N(C)Cc2ccccc2)cc1 (configuration not stated),-5%,0%,13%
CC(C)C(C(=O)N1CCN(Cc2ccccc2)CC1)c1ccccc1 (configuration not stated),?,nt,?
COCCCN1C(=O)C(CC(=O)NCC2CCCCC2)CC(C(=O)N(C(C)C)C(C)C)=C1C (configuration not stated),?,nt,?
c1ccc(Nc2ncnc3sccc23)cc1,-14%,0%,-2%
c1ccc2cc(OCCOCCOc3ccc4ccccc4c3)ccc2c1,-5%,?,7%
O=C(c1c(F)c(F)c(F)c(F)c1F)N(Cc1ccccc1)Cc1ccccc1,?,-5%,?
Cc1cnc(C(=O)Nc2ccc(S(=O)(=O)N(C(C)C)C(C)C)cc2)cn1,-27%,nt,-9%
COC(=O)c1cccc(C(=O)N2CCCC(C(=O)c3ccccc3OC)C2)c1 (configuration not stated),?,2%,?
CSc1cccc(NC(=S)NN(C)C)c1,18µM*,-1%,?
COc1ccccc1N1C(=O)CSC1=S,1%,5%,-2%
Cc1c(C(=O)O)nnn1-c1ccccc1,2%,-2%,-1%
Cc1ccc(S(=O)(=O)Nc2c(NC3CCCCC3)c3ccccc3oc2=O)cc1C,?,0%,-22%
CC1(C(=O)NS(=O)(=O)c2ccccc2C(F)(F)F)CCN1C(=O)c1cccc(F)c1 (configuration not stated),-14%,nt,-10%
CC1(C)Cc2nc(-c3ccccc3)nc(SCC(=O)N3CCCC3)c2CO1,?,5%,?
CCOC(=O)c1c(C)[nH]c(CCC(=O)NCCCN2CCN(c3cccc(Cl)c3)CC2)c1C,16µM*,8%,13µM*
COc1ccc(-c2noc(C3CCCN(C(=O)Nc4ccccc4F)C3)n2)cc1 (configuration not stated),23µM*,6%,?

# In another format: results already given
Structure	DT40 TDP1 no CPT	TDP1 inh	DT40 TDP1 CPT
O=C(c1c(F)c(F)c(F)c(F)c1F)N(Cc1ccccc1)Cc1ccccc1	?	-5%	?
Cc1cnc(C(=O)Nc2ccc(S(=O)(=O)N(C(C)C)C(C)C)cc2)cn1	-27%	nt	-9%
COC(=O)c1cccc(C(=O)N2CCCC(C(=O)c3ccccc3OC)C2)c1 (configuration not stated)	?	2%	?
CSc1cccc(NC(=S)NN(C)C)c1	18µM*	-1%	?
COc1ccccc1N1C(=O)CSC1=S	1%	5%	-2%
Cc1c(C(=O)O)nnn1-c1ccccc1	2%	-2%	-1%
Cc1ccc(S(=O)(=O)Nc2c(NC3CCCCC3)c3ccccc3oc2=O)cc1C	?	0%	-22%
